KCNQ1 act: potentiators or activators of human KCNQ1 potassium channel; P51787; CHO-K1 KCNQ1, thallium flux FluxOR fluorescence; stronger effect = higher value; B-score at 10 µM; actives 0.35% (n = 310,000);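 active = fluorescence ratio B-score, a plate-corrected score, at least three library SD, with initial intensity B-score within 5 SD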
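Assay system: CHO-K1 cells stably expressing KCNQ1. Medium: assay buffer for compound exposure, DMSO matched across wells. Timing: 37 °C overnight plating, 90-min dark dye load, 20-min compound pretreatment. Signal: kinetic FluxOR fluorescence, 10 s baseline plus 110 s post-stimulus.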
RGS4 pot: RGS4 potentiation or activation | HEK293 M3R/inducible RGS4, carbachol calcium flux Fluo4; stronger effect = lower value | B-score at 10 µM | actives 0.92% (n = 310,000) | AID 463111;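 active = B-score of the integrated calcium signal more than 4 SD below the library mean, with starting fluorescence not abnormally high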;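 note: negative B-score means reduced calcium response which marks RGS4 activation or potentiation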
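Detection: kinetic calcium fluorescence imaging with Fluo4-AM dye, 2 µM / Material: HEK293 cells with stable M3R and inducible RGS4 / Schedule: recording 10 s baseline at 1 Hz, 100 s post-agonist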
RGS4 inh: human RGS4 inhibition; B-score at 10 µM; P49798; HEK293 M3R/RGS4 inducible, Fluo-4 calcium flux; stronger effect = higher value; triggered by carbachol at its EC20; actives 0.45% (n = 310,000);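 active = B-score, a plate-corrected calcium signal, over three deviations above library mean, with baseline fluorescence within five deviations of library mean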;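 note: RGS4 expression induced by doxycycline in cells with stable M3 receptor; B-score is computed from the integrated fluorescence ratio over baseline after carbachol; higher B-score means a larger calcium signal and so more RGS4 inhibition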
Target sequence (P49798 whole entry, looked up): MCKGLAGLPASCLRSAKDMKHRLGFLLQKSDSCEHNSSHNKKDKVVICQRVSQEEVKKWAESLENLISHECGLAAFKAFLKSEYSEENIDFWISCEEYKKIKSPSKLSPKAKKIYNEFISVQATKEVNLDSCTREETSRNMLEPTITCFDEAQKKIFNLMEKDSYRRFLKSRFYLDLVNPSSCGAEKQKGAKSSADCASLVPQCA
hERG rescue: shields human hERG channel from block by proarrhythmic agents; Q12809; CHO-hERG, FluxOR thallium flux, dofetilide IC70 present; activation (rescue from dofetilide block), less the hit threshold, % at 10 µM; actives 0.51% (n = 310,000);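 active = activation above the mean of controls blocked by dofetilide plus 5 SD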;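 note: thallium influx through hERG after potassium depolarization seen as dye fluorescence rise; in these data hits start at about 4.7%; inactives centre near -7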
KCNQ1 block: blocks the human KCNQ1 potassium channel | P51787 | CHO-K1 KCNQ1, FluxOR thallium flux fluorescence; stronger effect = higher value | B-score at 10 µM | actives 1.3% (n = 310,000) | AID 2642;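 active = compounds whose thallium flux B-score, printed positive for inhibition, exceeds three library SD while starting fluorescence stays within three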;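 note: channel opened by potassium depolarization with thallium stimulus after 20 min compound exposure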
KCNK3 inh: human KCNK3 channel inhibition, primary screen; actives 0.84% (n = 340,000); O14649; CHO-KCNK3 thallium flux, FluxOR fluorescence; stronger effect = lower value; B-score at 10 µM; AID 602410;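 active = B-score under library mean minus 4 SD, starting fluorescence ratio at most library mean plus 5 SD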;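 note: more negative B-score means stronger inhibition of thallium flux through KCNK3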
Target sequence (O14649 whole entry, looked up): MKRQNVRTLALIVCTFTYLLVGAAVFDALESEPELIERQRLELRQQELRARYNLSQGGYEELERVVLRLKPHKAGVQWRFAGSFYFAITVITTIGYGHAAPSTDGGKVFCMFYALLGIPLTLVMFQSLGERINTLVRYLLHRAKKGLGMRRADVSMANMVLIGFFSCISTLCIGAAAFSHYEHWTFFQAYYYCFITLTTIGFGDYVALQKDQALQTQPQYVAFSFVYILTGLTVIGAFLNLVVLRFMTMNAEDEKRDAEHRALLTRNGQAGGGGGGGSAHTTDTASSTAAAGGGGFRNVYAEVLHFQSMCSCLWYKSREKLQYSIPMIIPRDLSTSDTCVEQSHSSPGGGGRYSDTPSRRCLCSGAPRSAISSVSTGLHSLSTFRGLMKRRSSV
TMEM16A act: activates or potentiates the mouse TMEM16A chloride channel; B-score at 10 µM; actives 0.3% (n = 340,000); HEK293 TMEM16A/YFP-H148Q/I152L, iodide quench fluorescence; stronger effect = lower value;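 active = fluorescence-ratio B-score plate-corrected deviation score at least 3 library SD below zero, with starting fluorescence score within 5 deviations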;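 note: channel opened by trigger with iodide after compound preincubation; score built on the fluorescence ratio of max minus min over baseline; more negative score means more quench and so TMEM16A activation or potentiation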
HDAC3 inh: blocks human histone deacetylase 3. inhibition, % at 8.3 µM. actives 0.15% (n = 320,000). recombinant HDAC3, fluorogenic peptide/trypsin coupled, fluorescence. AID 2718; in the data active = inhibition above about 26%, passing the limit was not always enough
Target sequence (O15379 whole entry, looked up): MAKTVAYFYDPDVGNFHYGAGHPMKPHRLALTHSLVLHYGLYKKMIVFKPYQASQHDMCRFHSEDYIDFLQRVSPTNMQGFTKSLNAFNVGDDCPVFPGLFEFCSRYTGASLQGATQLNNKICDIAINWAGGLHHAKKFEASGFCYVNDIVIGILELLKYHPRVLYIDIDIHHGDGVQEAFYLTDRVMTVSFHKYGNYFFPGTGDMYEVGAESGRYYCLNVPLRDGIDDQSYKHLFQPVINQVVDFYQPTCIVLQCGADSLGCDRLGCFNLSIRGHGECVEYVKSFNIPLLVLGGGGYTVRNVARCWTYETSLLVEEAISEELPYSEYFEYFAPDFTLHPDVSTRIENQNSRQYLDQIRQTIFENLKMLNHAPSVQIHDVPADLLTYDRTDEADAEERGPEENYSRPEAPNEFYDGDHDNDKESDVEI
TMEM16A inh: blocks the mouse calcium-activated chloride channel TMEM16A | Q8BHY3 | HEK293 TMEM16A/YFP iodide influx fluorescence, ionomycin | normalized B-score (activity score, 25-100; higher = stronger inhibition) at 10 µM | actives 1.2% (n = 310,000);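 active = ratio plate-corrected score three or more library SD toward inhibition, starting fluorescence score within five deviations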;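 note: score derived from kinetic fluorescence span divided by baseline fluorescence per well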
KCNK9 block: human KCNK9 channel inhibition | AID 488922 | HEK293 KCNK9, FluxOR thallium flux fluorescence; stronger effect = lower value | actives 1.2% (n = 310,000) | Q9NPC2 | B-score at 10 µM;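 active = ratio B-score over 3 SD below the library mean, with starting fluorescence within 5 SD of its mean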;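 note: negative B-score means less thallium flux so channel inhibition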
SKKanGAS inh: inhibitors of SKKanGAS S. pyogenes growth in kanamycin (SK-promoter or general growth effect); BacTiter-Glo, 6 h; inhibition, % at 7.5 µM; actives 1.3% (n = 300,000); AID 1662;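 active = mean replicate score, as percent of positive control median, at least 50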;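 note: strain carries kanamycin resistance gene driven by streptokinase promoter and grows in 40 µg/ml kanamycin; loss of luminescence reflects streptokinase promoter inhibition or plain growth inhibition; 0% = median of DMSO wells and 100% = positive control at its reference dose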
Starred values were filed as active, the others as inactive; i = inactive; · = not tested or not shown.

canonical_smiles	KCNQ1 block	hERG rescue	SKKanGAS inh	TMEM16A inh	KCNK9 block	KCNQ1 act	RGS4 pot	RGS4 inh	TMEM16A act	HDAC3 inh	KCNK3 inh
CCCC(=O)C1=C(O)C(C(=O)OC)C(C)(C)CC1=Nc1ccc(C)cc1 (configuration not stated)	i	-11	12	i	i	i	i	i	i	8	i
CCOCC(=O)N1CCc2ccccc21	i	-8	-2	i	i	i	i	i	i	-9	i
O=C(Nc1ccc(-c2cscn2)cc1)C1CCCN(Cc2ccc(CO)o2)C1 (configuration not stated)	i	-2	-4	i	i	i	i	i	i	-5	i
CCOC(=O)c1nc(C)n(-c2cc(Cl)cc(Cl)c2)n1	i	-7	-1	i	i	i	i	i	i	7	i
O=C(NCC(=O)N1CCN(c2cccc(Cl)c2)CC1)c1ccc(Br)o1	i	-16	-13	i	i	i	i	i	i	16	i
CCOC(=O)C1=C(N)N2C(=O)C(C)SC2=C(C(=O)OCC)C1c1ccc(O)cc1 (configuration not stated)	i	-10	15	i	i	i	i	i	i	1	i
NS(=O)(=O)c1ccc(Nc2nc(-c3ccc(O)cc3O)cs2)cc1	i	-22	-10	i	i	i	i	i	i	11	i
COc1ccc(CNC(=O)CN(Cc2ccc(OC)cc2)C(=O)CCC(=O)Nc2nccs2)cc1	i	-6	-5	i	i	i	i	i	i	6	i
O=C(CSc1nnc(CNc2ccc(F)cc2)n1Cc1ccco1)NC1CC1	i	-8	1	i	i	i	i	i	i	7	i
Cc1nnc(C)c2c(C)n(-c3ccccc3N)c(C)c12	i	-7	2	i	i	i	i	i	i	3	i

Among those listed so far, these contain a Cl atom.
canonical_smiles	KCNQ1 block	hERG rescue	SKKanGAS inh	TMEM16A inh	KCNK9 block	KCNQ1 act	RGS4 pot	RGS4 inh	TMEM16A act	HDAC3 inh	KCNK3 inh
CCOC(=O)c1nc(C)n(-c2cc(Cl)cc(Cl)c2)n1	i	-7	-1	i	i	i	i	i	i	7	i
O=C(NCC(=O)N1CCN(c2cccc(Cl)c2)CC1)c1ccc(Br)o1	i	-16	-13	i	i	i	i	i	i	16	i

(cont.)
canonical_smiles	KCNQ1 block	hERG rescue	SKKanGAS inh	TMEM16A inh	KCNK9 block	KCNQ1 act	RGS4 pot	RGS4 inh	TMEM16A act	HDAC3 inh	KCNK3 inh
CCOC(=O)Cn1c(=O)c2c(nc3n2CC(C)CN3Cc2ccccc2)n(C)c1=O (configuration not stated)	i	0	3	i	i	i	i	i	i	5	i
COc1cc(NC(=O)c2cc3c(C)nc4ccccc4c3o2)cc(OC)c1OC	i	-15	3	i	i	i	i	i	i	4	i
CCOc1ccc(N2C(=O)c3cccnc3C2Nc2ccc(F)cc2)cc1 (configuration not stated)	i	-6	-11	i	i	i	i	i	i	11	i
COc1ccc(NC(=O)NC2CCCc3ccccc32)cc1 (configuration not stated)	i	-14	15	i	i	i	i	i	i	0	i
O=C(Cc1ccccc1)N/N=C/c1cc(Br)cs1	i	-10	-2	i	i	i	i	i	i	-3	i
CCc1c(C(=O)Nc2cc(C)ccc2OC)[nH]c(C)c1C(C)=O	i	-10	2	i	i	i	i	i	i	5	i
COc1ccc(CCC(=O)Nc2cc3c4c(c2)CCC(=O)N4CCC3)cc1	i	-13	-3	i	i	i	i	i	i	0	i
CCOC(=O)CC1=C(C#N)C(c2cccnc2)C(C(=O)OCC)=C(N)O1 (configuration not stated)	i	-14	1	i	i	i	i	i	i	-2	i
CCCCNC(=S)N1CCN(C)CC1	i	-7	-1	i	i	i	i	i	i	12	i
O=C(O)c1cccc(NC(=S)N/N=C/c2cccc(O)c2)c1	i	-3	-14	i	i	i	i	i	i	8	i
COc1ccc(C(=O)NC(=S)NNC(=O)c2cccnc2)cc1	i	-6	14	i	i	i	i	i	i	-2	i
Cc1cc(C)c(C(=O)NC2CCCc3c2cnn3-c2cccc(C)c2C)o1 (configuration not stated)	i	-8	-4	i	i	i	i	i	i	-3	i
CC1CCCN(CCCNC(=O)c2ccc3c(c2)N(Cc2ccc(F)cc2)C(=O)c2ccccc2S3=O)C1 (configuration not stated)	i	-9	-3	i	i	i	i	i	i	10	i
CCc1ccc(CN(C(=O)c2cc3ccccc3oc2=O)C2CCS(=O)(=O)C2)cc1 (configuration not stated)	i	-9	3	i	i	i	i	i	i	3	i
Cc1ccc(/C=C/C(=O)N2CCC(Cc3ccccc3)CC2)cc1	i	-14	-7	i	i	i	i	i	i	-4	i
Cc1cc(NC(=O)Cn2ccc([N+](=O)[O-])n2)no1	i	-7	-2	i	i	i	i	i	i	2	i
NS(=O)(=O)c1ccc(CNC(=O)c2cc(=O)[nH]c3ccccc23)cc1	i	-5	-3	i	i	i	i	i	i	-1	i
Cc1ccc(-n2c(SCC(=O)NCCN3C(=O)CSC3=O)nnc2-c2ccccc2)cc1C	i	-2	1	i	i	i	i	i	i	7	i
CCc1nnc(N/N=C/c2cc(C)c(C)cc2C)n1N	i	-9	3	i	i	i	i	i	i	3	i
Cn1c(=O)c2c(nc(NCC3CCCC(CN)C3)n2Cc2ccc(Cl)cc2Cl)n(C)c1=O (configuration not stated)	i	-7	-1	i	i	i	i	i	i	2	i

Results in KCNQ1 block, for some of the entries so far:
compound	KCNQ1 block
CCc1ccc(CN(C(=O)c2cc3ccccc3oc2=O)C2CCS(=O)(=O)C2)cc1 (configuration not stated)	i
Cc1ccc(/C=C/C(=O)N2CCC(Cc3ccccc3)CC2)cc1	i

Carrying on.
canonical_smiles	KCNQ1 block	hERG rescue	SKKanGAS inh	TMEM16A inh	KCNK9 block	KCNQ1 act	RGS4 pot	RGS4 inh	TMEM16A act	HDAC3 inh	KCNK3 inh
COC(=O)c1ccc(CSc2nc3cc(Cl)ccc3o2)cc1	i	-3	-2	i	i	i	i	i	i	-3	i
CCOC(=O)N1CCN(C(=O)Nc2ccccc2Cl)CC1	i	3	-1	i	i	i	i	i	i	-4	i
CC(=O)NS(=O)(=O)c1ccc(NC(=O)c2ccc(-n3nc(C)cc3C)cc2)cc1	i	-3	4	i	i	i	i	i	i	-2	i
COc1ccccc1/C=N\Nc1cn[nH]c(=O)c1Cl	i	-2	-12	i	i	i	i	i	i	3	i
CCn1c(CNc2ccc(F)cc2)nnc1SCC(=O)OC1CCCCC1	i	-3	-7	i	i	i	i	i	i	1	i
CCCN1C(=O)C(Cc2nc3ccccc3c(=O)n2-c2ccccc2)c2cc(C)ccc21 (configuration not stated)	i	-11	3	i	-9.5*	i	i	i	i	0	i
CCCCOc1cccc(C(=O)N(Cc2cccs2)C2CCS(=O)(=O)C2)c1 (configuration not stated)	i	-9	0	i	i	i	i	i	i	3	i
FC(F)(F)c1nnc2ccc(Cl)nn12	i	-7	·	i	i	i	i	i	i	0	i
COc1cc(/C=N/Nc2nncn2N)ccc1OCc1c(C)no[n+]1[O-]	i	-18	15	i	i	i	i	i	i	1	i
CCN(CC)CCN1C(=O)C(=O)/C(=C(/O)c2ccc3c(c2)CC(C)O3)C1c1ccc(OC)cc1 (configuration not stated)	i	-7	0	i	i	i	i	i	i	-4	i
Cc1ccc2cn[nH]c2c1N	i	-6	-9	i	i	i	i	i	i	1	i
CCc1c(C)nc(N2CCN(Cc3ccc4c(c3)OCO4)CC2)[nH]c1=O	i	-6	2	i	i	i	i	i	·	3	i
C/C(=N\N=C1\NC(=O)CC(C(=O)O)S1)c1cccs1 (configuration not stated)	i	-7	-14	i	i	i	i	i	i	6	i
Cc1ccc(-n2ncc3c(=O)n(CC(=O)N4CCN(c5ccccc5)CC4)cnc32)cc1C	i	-16	-2	i	i	i	i	i	i	-1	i
Clc1ccc(OCc2nn[nH]n2)cc1	i	-4	-15	i	i	i	i	i	i	-11	i
NC(=O)NOCc1ccccc1F	i	-4	-7	i	i	i	i	i	i	-2	i
CCN(CC)CCCNC1CCS(=O)(=O)C1 (configuration not stated)	i	-11	-14	i	i	i	i	i	i	3	i
Cc1cccc2c(N)c3c(nc12)N(C)CC3	i	-4	1	i	i	i	i	i	i	-20	i
CC(C)c1ccc(C(=O)N(c2ccccn2)C(C)c2ccco2)cc1 (configuration not stated)	i	-7	3	i	i	i	i	i	i	-3	i
COc1ccc(C[C@H]2CN3C(=NC[C@@H]3Cc3ccccc3)N2C[C@H](C)NC(=O)CCC2CCCCC2)cc1	i	-22	0	·	i	i	i	i	·	·	·
N#C/C(=C\c1ccc(OCC(N)=O)cc1)C(=O)NC1CC1	i	-7	-5	i	i	i	i	i	i	-4	i
O=C(CCN1C(=O)C2CCCCC2C1=O)Nc1cc(F)ccc1F (configuration not stated)	i	-8	-4	i	i	i	i	i	i	-8	i
O=c1[nH]c(C2C3CC4CC(C3)CC2C4)nc2ccccc12 (configuration not stated)	i	-4	-2	i	i	i	i	i	i	0	i
Cc1ccc(CNC(=O)Cn2cc(C(F)(F)F)ccc2=O)cc1	i	-4	3	i	i	i	i	i	i	6	i
CCC1CCCCN1C(=O)Cn1c(=O)oc2ccccc21 (configuration not stated)	i	-6	1	i	i	i	i	i	i	7	i
CCOC(=O)N1CCC(NC(=O)Cn2ncc3c4ccccc4n(C)c3c2=O)CC1	i	2	0	·	i	i	i	i	i	·	i
COc1ccc(/C=N/NC(=S)NC2CCS(=O)(=O)C2)cc1OC (configuration not stated)	i	-11	-2	i	i	i	i	i	i	2	i
COc1ccc(N2C(=O)CCC2(C#N)c2ccc(OC)cc2)cc1 (configuration not stated)	i	-9	5	i	i	i	i	i	i	6	i
O=C(COC(=O)c1ccco1)Nc1ccc2c(c1)OCO2	i	-10	10	i	i	i	i	i	i	1	i
Cc1cc(N/N=C/c2ccccc2Br)nc2ccccc12	i	-12	19	i	i	i	i	i	i	11	i
Cc1ccc(C(=O)CN(Cc2ccccc2)C2=NCCS2)cc1	i	-3	-5	i	i	i	i	i	i	4	i
CC(=O)Nc1ccc(Oc2ncccn2)c(Cl)c1	i	-4	-4	i	i	i	i	i	i	5	i
CCOC(=O)C1=C(c2ccccc2)NC(=O)NC1c1ccc(O)c(OCC)c1 (configuration not stated)	i	-12	-3	i	i	i	i	i	i	2	i
